# WT yeast gro inh: growth inhibition of WT yeast, mitochondrial fusion screen; mitochondrial fusion phenotypic screen, WT strain; inhibition, % at 10 µM; hit rate 2.1% among 190,000; in the data active = inhibition above about 58%; tested in S. cerevisiae
# P. falciparum M17LAP: P. falciparum M17LAP inhibitors, primary screen, biochemical, fluorogenic H-Leu-NHMec substrate, 1536-well (AID 1619); recombinant M17LAP, H-Leu-NHMec fluorogenic kinetic assay; higher % means a stronger effect; inhibition, % at 30 µM, or IC50 in µM where a hit was titrated; hit rate 0.38% among 220,000;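 active = compound inhibiting the enzyme by more than half at any dose during confirmatory dose-response retesting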;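 note: plate controls were full reaction with DMSO carrier for no effect and no enzyme background for full effect; strong numbers were not always called active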
# M1AAP inhibition: P. falciparum M1AAP inhibitors, biochemical, fluorogenic H-Leu-NHMec substrate, 1536-well (AID 1445); recombinant M1AAP, H-Leu-NHMec fluorogenic kinetic assay; higher % means a stronger effect; inhibition, % at 30 µM, or IC50 in µM where a hit was titrated; hit rate 0.42% among 220,000;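 active = primary inhibition above the hit cutoff, then over 50% inhibition at one or more dose response concentrations, cut at about 23% in these data, passing the limit was not always enough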;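 note: plate controls were DMSO full reaction for no effect and no enzyme background for full effect; strong numbers were not always called active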
# MT stabilizer: stabilizes microtubules in HeLa cells; hit rate 0.83% among 200,000; HeLa tubulin immunostaining HCS, 24 h; share of cells brighter than vehicle mean+2SD; % tubulin-high responders, % at 10 µM;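 active = plate Z-score above 3 for both tubulin-high and condensed-nucleus cell shares, with cell loss under 80%, at 10 µM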;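 note: anti alpha tubulin signal scored within the nucleus-defined area of each cell; some results filed as inactive read as strong as hits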
# Autophagy mod: modulators of autophagy | MEF GFP-LC3 puncta imaging; test concentration mostly 10 µM | calls only at 10 µM (by protocol) | hit rate 0.98% among 190,000;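 active = percentage of spot-positive cells more than 3 SD above its plate mean, without a fluorescence outlier flag or 80% toxicity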;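 note: spot-positive cell cutoff set from DMSO-treated cells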
# Yfh1-depleted yeast: enhancers of respiration in Yfh1-depleted yeast, dose response, Friedreich's ataxia, plus single-dose screen (AID 1465); S. cerevisiae Yfh1-off respiration, WST-1 reduction, 72 h; higher fold induction means a stronger effect; one-dose fold induction at 50 µM; EC50 in µM for titrated hits; hit rate 0.074% among 220,000;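 active = fold induction of absorbance versus untreated yeast above a set limit, then at least 30% activation at any dose in follow-up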;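 note: activators that raise dye reduction in frataxin-depleted yeast; strong numbers were not always called active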
# bCat nuc transl: modulators of beta-catenin nuclear translocation; HeLa beta-catenin nuclear translocation, immunofluorescence imaging; AID 1665; hit rate 0.3% among 190,000; nuclear translocation activity, % at 5 µM;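 active = nuclear translocation activity above 50% at 5 µM, with a well cell count of 50 or more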;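 note: per-cell ratio of nuclear to cytoplasmic median beta-catenin stain intensity; plate controls were DMSO negative control for no effect and GSK-3 inhibitor IX positive control for full effect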
#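 test system = HeLa cells, endogenous beta-catenin | dosing = single 5 µM dose plus 0.02–20 µM confirmation series | times = compound treatment 24 h, 37°C, 5% CO2 | technique = beta-catenin immunofluorescence imaging with DAPI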
# T cell HTS: T cell immune modulation candidate. 2C CD8+ T cell-vesicle binding, flow cytometry; stronger effect = lower value. calls only at 7 µM. hit rate 0.068% among 330,000. AID 2052;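 active = response, share of CD8 T cells binding vesicles, and their 90th percentile fluorescence all below set limits, cut at about 80% in these data, passing the limit was not always enough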
#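 Material: murine 2C transgenic CD8+ T lymphocytes / Also added: QL9-peptide-loaded Drosophila micro-vesicles bearing Ld, ICAM-1 and B7-1 / Schedule: binding step 1.5 h, 37 °C, antibody labelling 20 min, ice / Signal: flow cytometry, PE anti-B7-1 (FL2) versus Alexa647 anti-CD8 (FL8), PFA-fixed / Evaluation: percent CD8+ FL2 mean versus row control / Benchmarks: naked versus QL9-loaded vesicles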
# Dynein transport: dynein cargo transport inhibition; 3617.4 mouse cells, GR-EGFP nuclear translocation imaging; test concentration mostly 20 µM; stimulated with dexamethasone, 1 µM; stronger effect = lower value; z-score, hits read low; hit rate 0.47% among 220,000;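 active = plate z-score of nuclear minus cytoplasmic receptor signal below a set negative limit, without overly bright fluorescence or cell loss, cut at about -3.5 in these data, passing the limit was not always enough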;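 note: z-score of nuclear minus cytoplasmic ring GR-EGFP intensity difference per well; some compounds called inactive have numbers as strong as hits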
#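 Also added: dexamethasone, 1.0 µM final. Medium: tet-free, stripped-serum medium. Detection: fixed, Hoechst-stained cells imaged at 10x for EGFP. Read-out: nuclear-to-cytoplasmic GR-EGFP distribution per well. Times: induction 48 h, compound 1 h, agonist 30 min.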
# WT yeast gro inh mutant strain: recorded beside WT yeast gro inh, whose call it bears; inhibition, %; mitochondrial fusion phenotypic screen, mutant strain inhibition
# Dynein transport cytoplasmic EGFP: recorded beside Dynein transport, whose call it bears; z-score; measured here: cytoplasmic GR-EGFP intensity; stronger effect = higher value
# Dynein transport nuclear GR-EGFP: also measured in Dynein transport; calls as there; z-score; measured here: nuclear GR-EGFP intensity;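 lower value marks the stronger effect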
# Dynein transport cell count: also measured in Dynein transport; calls as there; z-score; measured here: cell count per field
# bCat nuc transl cell count 5 µM: second read-out of bCat nuc transl, no call of its own (marks repeat the call); cell count; measured here: cell count, cytotoxicity flag
# T cell HTS vesicle-bound %: recorded beside T cell HTS, whose call it bears; double positive events, %; measured here: CD8+ vesicle-bound cell fraction;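 binding gate set so that unloaded-vesicle control wells show 10% double positive cells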
# MT stabilizer Hoechst-high %: second read-out of MT stabilizer, no call of its own (marks repeat the call); % Hoechst-high responders; measured here: nuclear condensation Hoechst responders;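 share of cells brighter than vehicle mean plus two SD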
# MT stabilizer cytotoxicity %: second read-out of MT stabilizer, no call of its own (marks repeat the call); toxicity, %; measured here: cytotoxicity by cell density;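 0% = mean cell density of plate MIN control wells and 100% = no cells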
# Autophagy mod cell loss 18 h: also measured in Autophagy mod; calls as there; toxicity, %; measured here: cell loss, nuclei count;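 cell loss after 18 h compound exposure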
# * hit, by the source's call; i = inactive; · = no result given.
SMILES,WT yeast gro inh,WT yeast gro inh mutant strain,P. falciparum M17LAP,M1AAP inhibition,MT stabilizer,MT stabilizer Hoechst-high %,MT stabilizer cytotoxicity %,Autophagy mod,Autophagy mod cell loss 18 h,Yfh1-depleted yeast,bCat nuc transl,bCat nuc transl cell count 5 µM,T cell HTS,T cell HTS vesicle-bound %,Dynein transport,Dynein transport cytoplasmic EGFP,Dynein transport nuclear GR-EGFP,Dynein transport cell count
Cc1ccc(NC(=O)CN(C)CC(=O)Nc2c(C)cccc2C)c(Br)c1,15,-3,2%,7%,1.6,1.9,8.3,i,6,i,-1.4,1357,i,38,-0.35,-0.21,0.56,0.7
CCOc1ccc(C(C)NC(=O)Nc2ccccc2C(=O)OC)cc1 (stereo unspecified),20,28,-4%,6%,1.5,1.3,9.4,i,-4,i,0.7,1013,i,14,-0.53,-0.24,-0.39,0.78
C/C(CCCO)=N/Nc1ccc([N+](=O)[O-])cc1[N+](=O)[O-],10,-2,0%,9%,1.3,1.0,1.6,i,22,i,0.7,1081,i,28,-0.14,-0.25,0.15,-0.0049
CN(C)c1cccc(C(=O)N2CCCC(C(=O)c3cc(F)ccc3F)C2)c1 (stereo unspecified),0,-10,·,·,1.6,1.3,4.7,i,6,i,-1.2,956,i,39,-0.19,-0.34,0.27,0.81
CN(CCO)c1c2c(nc3cc(-c4cccc(F)c4)nn13)CCCC2,-12,14,11%,8%,3.4,1.8,7.4,i,-3,i,-1.9,891,i,15,-1,-0.16,-0.68,0.14
O=C(Cn1cnc2c(nnn2Cc2ccc(F)cc2)c1=O)N1CCCCC1,·,·,1%,0%,7.4,2.2,6.6,i,19,·,0.1,1403,i,12,1.5,-0.43,0.92,-1.2
COC(=O)c1ccccc1NC(=O)C1CCCCC1C(=O)O (stereo unspecified),-2,3,23%,-1%,3.2,1.9,58,i,-4,i,-0.9,1112,i,34,0.17,-0.24,0.45,0.023
CC(C)OCCCNC(=O)C(NC(=O)c1ccc(Cl)cc1)C(C)C (stereo unspecified),-30,-11,1%,3%,2.3,3.6,0.3,i,6,i,-0.7,1042,i,22,0.28,-0.18,0.073,0.046
CC(=O)Nc1ccc(NC(=O)c2c(C)nn(-c3ccccc3)c2Cl)cc1C,-10,2,9%,2%,3.3,2.9,8.4,i,-2,i,1.0,891,i,44,0.019,-0.17,0.28,-0.9
COC(=O)c1ccc(CN2C(=O)NC3(CCC(C)CC3)C2=O)cc1 (stereo unspecified),1,6,4%,5%,7.3,2.1,7.6,i,15,i,-3.4,1063,i,51,-0.83,-0.33,0.056,0.87
CCc1cc2cc(C)cc(C)c2[nH]c1=S,7,21,5%,0%,4.2,2.6,6.6,i,2,i,-1.7,1132,i,37,0.2,-0.29,-0.063,0.2
CCOC(=O)CCNC(=O)CNC(=O)OCc1ccccc1,-8,-16,18%,6%,4.5,0.8,3.8,i,4,i,0.4,1069,i,55,-0.51,-0.39,0.05,0.8
CC(=O)Nc1ccc(C(=O)Nc2nc(-c3cccnc3)cs2)cc1,-14,1,-4%,0%,5.0,4.4,6.0,i,-10,i,4.7,903,i,28,0.63,-0.35,0.58,-0.059
Cc1ccc(S(=O)(=O)CCCS(=O)(=O)c2ccc(C)cc2)cc1,-22,-71,-6%,3%,1.8,1.0,6.5,i,-9,i,0.5,1378,i,36,-0.85,-0.23,-0.68,0.61
COc1cc([N+](=O)[O-])ccc1NC(=O)C[n+]1cccc(C(C)=O)c1,-14,5,9%,4%,5.1,2.9,4.7,i,-1,i,-1.7,932,i,16,-0.66,-0.3,-0.11,-0.14
Cc1ccccc1-n1c(SC(C)C(N)=O)nnc1-c1cccnc1 (stereo unspecified),1,-19,0%,6%,1.9,1.5,12,i,0,i,-3.4,928,i,21,-0.25,-0.2,0.038,0.21
CCCCN(Cc1ccccc1)C(=O)C1CCN(S(=O)(=O)c2c(C)noc2C)CC1,0,-11,6%,8%,1.9,1.1,4.5,i,-2,i,·,·,i,29,-0.19,-0.26,0.085,0.72
CC(NC(=O)CSc1nc(=O)cc(N)n1CCc1ccccc1)c1ccccc1 (stereo unspecified),59*,13*,5%,-7%,3.7,1.3,6.8,i,7,i,0.7,1268,i,22,-0.4,-0.22,0.25,1
Nn1c(SCC(=O)Nc2nc3ccccc3s2)nncc1=O,-8,-11,12%,10%,2.8,3.2,8.3,i,-15,i,-2.7,931,i,7,-0.4,0.085,-0.4,0.26
CC1CC(C)CN(CCCNC(=O)CCNC(=O)Cn2ccc3ccccc3c2=O)C1 (stereo unspecified),-1,2,10%,8%,1.8,1.1,6.5,i,-6,i,·,·,i,29,0.045,-0.31,0.2,0.051
Cc1cccc(C)c1NC1=C(Cl)C(=O)OC1OC(C)C (stereo unspecified),0,-4,-5%,-1%,1.3,1.5,0.5,i,1,i,1.7,1279,i,18,-0.33,0.00027,-0.014,0.78
Cc1ccc(OCCCNCCO)c(Br)c1,7,-3,20%,10%,0.7,1.0,2.8,i,-4,i,·,·,i,40,-0.015,-0.097,-0.26,0.24
Oc1ccc2ccccc2c1C=Nc1ccc(N2CCOCC2)cc1,-4,-36,8%,15%,1.5,2.3,10,i,7,i,1.5,996,i,22,-0.73,6.8,0.35,-0.016
Cc1cc(NCc2ccncc2)ccc1Br,4,-6,11%,-4%,1.5,2.7,9.3,i,14,i,-1.8,1052,i,64,1.1,-0.0093,0.43,-2.2
O=C(CN1CCCC1)NCC1(c2ccccc2)CCOCC1,6,-10,-5%,-5%,1.5,2.3,13,i,-3,i,-0.1,1363,i,27,-0.56,0.52,-0.061,0.66
COc1ccc(CCNC(=O)CSc2nncn2N)cc1OC,4,16,8%,9%,3.5,1.4,6.2,i,0,i,-1.4,1087,i,21,-0.24,-0.23,0.16,-0.26
CCc1c(C(=O)c2ccc(Cl)cc2)oc2c(C)c3oc(=O)cc(C)c3cc12,-21,2,4%,-1%,3.9,1.7,6.1,i,-5,i,·,·,i,59,0.77,-0.24,-0.48,0.7
CCCCNc1nc2ccccc2nc1NS(=O)(=O)c1cccs1,-6,-1,24%,15%,3.4,2.4,9.2,i,4,i,-1.2,997,i,52,-0.63,-0.19,0.035,-0.26
C=CCn1c(SCC(=O)Nc2ncc(Cc3cc(Cl)ccc3Cl)s2)nnc1-c1ccncc1,-6,-4,16%,0%,1.5,1.9,7.1,i,-2,i,1.0,1394,i,20,-0.54,-0.19,-0.38,0.052
CC(C)NC(=O)c1onc(CSc2ccccn2)c1C(=O)NC(C)C,·,·,5%,3%,·,·,·,·,·,i,0.0,1104,i,46,-0.78,-0.78,-0.32,0.42

# Whole records, looked up by structure. Screens in order: WT yeast gro inh, WT yeast gro inh mutant strain, P. falciparum M17LAP, M1AAP inhibition, MT stabilizer, MT stabilizer Hoechst-high %, MT stabilizer cytotoxicity %, Autophagy mod, Autophagy mod cell loss 18 h, Yfh1-depleted yeast, bCat nuc transl, bCat nuc transl cell count 5 µM, T cell HTS, T cell HTS vesicle-bound %, Dynein transport, Dynein transport cytoplasmic EGFP, Dynein transport nuclear GR-EGFP, Dynein transport cell count
# CC1CC(C)CN(CCCNC(=O)CCNC(=O)Cn2ccc3ccccc3c2=O)C1 (stereo unspecified) is entered as -1, 2, 10%, 8%, 1.8, 1.1, 6.5, i, -6, i, ·, ·, i, 29, 0.045, -0.31, 0.2, 0.051
# COc1cc([N+](=O)[O-])ccc1NC(=O)C[n+]1cccc(C(C)=O)c1 is entered as -14, 5, 9%, 4%, 5.1, 2.9, 4.7, i, -1, i, -1.7, 932, i, 16, -0.66, -0.3, -0.11, -0.14
# Cc1ccc(NC(=O)CN(C)CC(=O)Nc2c(C)cccc2C)c(Br)c1 is entered as 15, -3, 2%, 7%, 1.6, 1.9, 8.3, i, 6, i, -1.4, 1357, i, 38, -0.35, -0.21, 0.56, 0.7
# CN(CCO)c1c2c(nc3cc(-c4cccc(F)c4)nn13)CCCC2 is entered as -12, 14, 11%, 8%, 3.4, 1.8, 7.4, i, -3, i, -1.9, 891, i, 15, -1, -0.16, -0.68, 0.14
